Fh CTSL1 inh = Fasciola hepatica cathepsin L1 inhibitors, primary screen, counter-screen for PFM18AAP inhibitor project, biochemical, QFRET, fluorogenic peptide substrate; recombinant F. hepatica cathepsin L1, Z-Leu-Arg-MCA fluorescence; inhibition, % at 5.96 µM; 300,000 compounds, 0.49% hits; AID 1906, 2009;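 active = inhibition above the mean of all tested compounds plus 3 SD, set per screening campaign, cut at about 17% in these data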;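 note: 0% = plate median of test compound wells and 100% = 1 µM Z-Phe-Ala-diazomethylketone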
proCasp7 act = procaspase-7 activators, primary screen, counter-screen for procaspase-3 activator project, biochemical, absorbance, HTS, human. activation, % at 8.5 µM. 330,000 compounds, 0.093% hits. recombinant procaspase-7, Ac-DEVD-pNA absorbance 405 nm; D23A/D198A/D206A triple mutant, cannot self-cleave; scale: DMSO 0, 5 µM enzyme 100;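 active = percent activation above the screen-wide mean plus 3 SD, cut at about 25% in these data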
Target sequence (P55210 whole entry D23A/D198A/D206A): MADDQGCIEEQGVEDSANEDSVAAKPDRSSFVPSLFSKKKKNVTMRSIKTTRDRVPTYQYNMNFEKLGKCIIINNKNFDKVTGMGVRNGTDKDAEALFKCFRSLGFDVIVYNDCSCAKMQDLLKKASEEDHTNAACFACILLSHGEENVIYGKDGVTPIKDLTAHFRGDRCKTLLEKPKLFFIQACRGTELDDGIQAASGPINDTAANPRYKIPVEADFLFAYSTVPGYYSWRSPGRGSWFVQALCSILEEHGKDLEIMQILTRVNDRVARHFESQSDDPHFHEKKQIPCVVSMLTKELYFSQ
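Assay system – Uncleavable procaspase-7 mutant enzyme · Quantity – 2 µM procaspase-7 mutant as dispensed · Times – 1 h preincubation, 2 h reaction · Dosing – single nominal 8.5 µM compound dose, 0.8% DMSO final · Buffer or medium – Zinc-free 50 mM HEPES buffer, pH 7.4, with NaCl and Triton X-100 · Detection – Epi-absorbance of released pNA at 405 nm, two timepoints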
PP5 primary = PP5 phosphatase inhibitors, primary screen, biochemical, fluorescence; inhibition, % at 6.7 µM; 320,000 compounds, 0.18% hits; AID 1987, 2009; Serine/threonine-protein phosphatase 5 (Homo sapiens), P53041; purified PP5c, OMFP substrate fluorescence;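 active = inhibition above the campaign's mean inhibition across all tested compounds plus 3 SD, cut at about 9.5% in these data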;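 note: 0% = DMSO only and 100% = 100 µM cantharidin control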
Target sequence (P53041 whole entry, looked up): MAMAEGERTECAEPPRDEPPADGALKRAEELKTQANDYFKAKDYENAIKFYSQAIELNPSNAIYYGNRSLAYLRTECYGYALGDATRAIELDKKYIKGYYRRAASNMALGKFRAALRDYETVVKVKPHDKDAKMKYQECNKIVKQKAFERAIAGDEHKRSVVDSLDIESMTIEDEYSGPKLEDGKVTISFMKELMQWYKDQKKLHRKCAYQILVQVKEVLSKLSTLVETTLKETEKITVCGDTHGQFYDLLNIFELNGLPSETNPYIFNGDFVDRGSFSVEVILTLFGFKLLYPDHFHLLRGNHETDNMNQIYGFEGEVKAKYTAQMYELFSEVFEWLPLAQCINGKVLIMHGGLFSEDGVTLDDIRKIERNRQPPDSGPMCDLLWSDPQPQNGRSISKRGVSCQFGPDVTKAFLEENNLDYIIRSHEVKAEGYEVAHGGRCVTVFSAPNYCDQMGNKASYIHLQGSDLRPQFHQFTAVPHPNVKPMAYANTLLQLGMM
GASC-1 inh = inhibitors of GASC-1 histone demethylase, primary screen, biochemical, fluorescence, DELFIA europium. Lysine-specific demethylase 4C (Homo sapiens), Q9H3R0. GST-JMJD2C(1-420) H3K9me3 demethylation. inhibition, % at 2.35 µM. 330,000 compounds, 0.069% hits;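 active = more than half of a compound's replicate wells show inhibition beyond 50%, single wells judged on their own value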;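 note: signal counts dimethyl H3K9 product captured on neutravidin plate; 0% = median of DMSO wells and 100% = 0.3 times that DMSO median; strong numbers were not always called active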
VLA-4 inh = inhibition in human VLA-4 binding assay, primary screen, VLA-4 allosteric modulator project, MLPCN library, flow cytometry, VLA-4 expressing cells; 330,000 compounds, 0.2% hits; ligand binding flow cytometry; Integrin alpha-4 (Homo sapiens), P13612; inhibition, % (about 7 µM as worked out from the volumes in the protocol); in the data active = inhibition above about 50%
core dimer inh = inhibitors of HCV core protein dimerization, primary screen, biochemical, TR-FRET, high-throughput. TR-FRET GST/Flag-core106 dimerization, 1536-well. 300,000 compounds, 0.33% hits. AID 1899, 2009. inhibition, % at 5 µM;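 active = inhibition above the mean of all tested compounds plus 3 SD, set per screening campaign, cut at about 45% in these data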
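Assay system: GST-tagged and Flag-tagged HCV core protein residues 1-106 / Times: compound-protein-antibody incubation 4 h at 22.5 °C / Signal: time-resolved FRET, ex 340 nm, em 617 and 671 nm / Evaluation: % inhibition based on acceptor/donor emission ratio / Benchmarks: wells lacking GST-core106 and wells with excess unlabelled core106 / Repeats: singlicate, one well per compound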
GRK2 inh = compounds blocking aptamer binding on GRK2 – biochemical, human GRK2, bead flow cytometry, HTS, primary screen; 330,000 compounds, 0.59% hits; inhibition of aptamer binding, % at 10 µM; FAM-aptamer displacement from GRK2; Beta-adrenergic receptor kinase 1 (Homo sapiens), P25098;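 active = inhibition of aptamer binding above 40%, roughly 3 SD of noise, on plates passing a quality check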;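 note: median bead fluorescence of bound FAM aptamer so fluorescent compounds give negative values; no value below 0 was filed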
PP1 counter = PP1-alpha phosphatase inhibitors, primary screen, counter-screen for PP5 inhibitor project, biochemical, fluorescence, OMFP substrate, single point; 320,000 compounds, 0.9% hits; purified PP1alpha; AID 2235, 2010; Serine/threonine-protein phosphatase PP1-alpha catalytic subunit (Homo sapiens), P62136; inhibition, % at 6.7 µM;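 active = inhibition above the mean inhibition of all tested compounds plus 3 SD, computed separately for each screening campaign, cut at about 15% in these data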
procasp3 activ = activators of human procaspase-3 D3A mutant, primary screen, biochemical, absorbance, PC-3 D3A mutant, single concentration; Caspase-3 (Homo sapiens), P42574; recombinant procaspase-3 D3A, Ac-DEVD-pNA absorbance 405 nm; activation, % at 8.5 µM; 330,000 compounds, 0.11% hits;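 active = activation above the mean of all tested compounds plus 3 SD, cut at about 21% in these data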;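 note: 0% = DMSO alone and 100% = DMSO wells spiked with extra 5 µM PC-3 D3A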
Target sequence (P42574 whole entry D9A/D28A/D175A): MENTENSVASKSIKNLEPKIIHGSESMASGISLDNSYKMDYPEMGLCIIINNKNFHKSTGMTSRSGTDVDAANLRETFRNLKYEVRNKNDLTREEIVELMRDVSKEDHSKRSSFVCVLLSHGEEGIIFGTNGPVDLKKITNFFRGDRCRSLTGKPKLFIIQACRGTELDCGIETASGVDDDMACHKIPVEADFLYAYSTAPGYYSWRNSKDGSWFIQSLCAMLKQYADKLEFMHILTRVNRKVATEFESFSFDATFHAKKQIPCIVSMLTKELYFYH
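Assay system – Procaspase-3 D3A mutant, all three cleavage aspartates alanine · Controls – DMSO-only low control, 5 µM PC-3 D3A high control · Schedule – 1 h compound preincubation, 2 h substrate hydrolysis at 25 °C · Signal – 405 nm absorbance of p-nitroaniline, reads at 0 and 120 min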
* marks the source's active call; other numbers are inactive results; i = inactive; nt = no result given; & = joins results of further samples.

SMILES	Fh CTSL1 inh	proCasp7 act	PP5 primary	GASC-1 inh	VLA-4 inh	core dimer inh	GRK2 inh	PP1 counter	procasp3 activ
CCOC(=O)N1CCN(C(=O)c2ccc(Oc3ccc([N+](=O)[O-])cc3)cc2)CC1	2	3	-1.7	-16	11	-1	0	0	2
COc1ccc(Cn2c(=S)[nH]c3cc(C(=O)NCc4cccnc4)ccc3c2=O)cc1	0	5	-2.2	-13	0	0	3	-1	3
COCCNC(=O)C(C(=O)c1ccc(F)cc1)n1cc(C)ccc1=O (stereo not drawn)	6	-5	-1.0	9	-14	0	6	-5	4
CN1C(=O)N(CC(=O)Nc2sccc2C(N)=O)C(=O)C12CCCCC2	nt	-10	3.5	1	-14	nt	0	5	5
CCCC1=Nc2cc(C(=O)N3CCN(c4ccccn4)CC3)ccc2Sc2ccc(C)cc21	2	5	2.1	0	0	24	6	12	-6
NC1=NC[C@@H](Cc2ccc(O)cc2)N1CCC12CC3CC(CC(C3)C1)C2	-2	-3	3.7	1	-2	11	0	-2	4
Cc1ccccc1C(=O)N1CCC(C(=O)OCC(=O)Nc2cccc([N+](=O)[O-])c2C)CC1	nt	-2	1.0	nt	18	nt	1	-5	2
COc1ccc(NC(=S)N2CCC(C(O)(c3ccccc3)c3ccccc3)CC2)cc1	3	-18	2.7	-4	10	10	0	0	-8
CCOc1cc(C(=O)NC(=S)Nc2ccc(Cl)c(C(=O)O)c2)cc(OCC)c1OCC	2	-16	1.4	9	-2	12	0	0	-11
COc1cc2c(cc1NC(=O)CCCCCN1C(=O)CCC1=O)oc1ccccc12	0	5	0.5	-7	-3	3	0	-2	-8
COc1cc(/C=C2\SC(=S)N(CC(=O)O)C2=O)ccc1OS(=O)(=O)c1ccc(C)cc1	3	-22	1.0	3	2	13	3	4	-3
CN1CCN(c2ccc(CNS(=O)(=O)c3ccc(Cl)cc3)cc2)CC1	1	17	-0.3	-19	6	-1	0	-3	-2
Cc1ccc2nc(N3C(=O)C(O)=C(C(=O)c4cc5ccccc5o4)C3c3cccs3)sc2c1 (stereo not drawn)	-1	-32	0.5	8	-68	16	11	12	-25
CCN(C(=O)C12CC3CC(CC(C3)C1)C2)C1CCS(=O)(=O)C1 (stereo not drawn)	-3	12	1.1	-19	3	-4	4	-1	7
N/C(=N\OC(=O)c1cnn(-c2ccccc2)c1C(F)(F)F)c1ccc(C(F)(F)F)cc1	2	-9	1.9	1	0	0	3	2	5
O=C1NC2(CCC3(CC2)OCCO3)NN1c1ccccc1	0	8	1.4	-44	4	-4	2	-2	-7
COc1ccc(Cl)cc1NC(=O)CN(C)C(=O)CCSc1ccc(C)cc1	nt	-6	1.9	-5	0	nt	2	4	-3
COc1cccc(OC)c1C(=O)Nc1nc2ccc([N+](=O)[O-])cc2s1	1	-5	2.5	0	-2	19	0	-3	-1
Cc1oc(-c2ccc(Cl)cc2)nc1CS(=O)CC(=O)NCCCN1CCCC(C)C1 (stereo not drawn)	-2	3	0.6	35	0	7	0	-4	1
COc1ccc(NC(C)=O)cc1S(=O)(=O)N1CC=C(c2ccccc2)CC1	nt	5	nt	-3	-12	nt	11	nt	1
CCc1ccccc1NC(=O)c1cnc2scc(C)n2c1=O	0	-6	0.8	8	-7	-6	0	-5	-2
Cn1c(=O)[nH]c2ncn(C)c2c1=O	3	7	0.6	4	32	4	1	-1	8
NC(=O)/C(=N\O)c1ccccc1	-1	-3	-1.0	2	13	1	2	-4	4
CCSc1nnc(N2C(=O)CC(c3ccsc3)C3=C2CC(C)(C)CC3=O)s1 (stereo not drawn)	2	-4	-1.6	-7&-3	-5	5	0	-3	-6
O=C(O)CCc1ccc(NCc2cccc(Oc3ccccc3)c2)cc1	-2	0	1.1	-10	-23	11	2	-2	-3
Cc1oc(-c2ccccc2F)nc1CS(=O)CC(=O)NCc1cccs1 (stereo not drawn)	-4	-2	-5.8	11	-21	16	0	6	-7
O=C(NNC(=O)c1ccc(Cl)cc1Cl)c1cnccn1	-1	2	2.6	10	14	0	8	1	7
Cc1ccc(NC(=O)c2cc(-c3ccco3)on2)cc1	1	5	0.1	-4	-4	2	4	0	-12
Cc1ccc(S(=O)(=O)NCC2CCC(C(=O)N3CCN(C)CC3)CC2)cc1 (stereo not drawn)	-4	8	0.8	-8	2	2	1	-2	5
COc1cc(NC(=O)c2nnn(Cc3ccc(SC)cc3)c2N)cc(OC)c1	2	6	1.8	5	10	-4	4	3	0

3 entries from above, sorted by count of non-hydrogen atoms, low to high:
SMILES	Fh CTSL1 inh	proCasp7 act	PP5 primary	GASC-1 inh	VLA-4 inh	core dimer inh	GRK2 inh	PP1 counter	procasp3 activ
O=C1NC2(CCC3(CC2)OCCO3)NN1c1ccccc1	0	8	1.4	-44	4	-4	2	-2	-7
COc1cccc(OC)c1C(=O)Nc1nc2ccc([N+](=O)[O-])cc2s1	1	-5	2.5	0	-2	19	0	-3	-1
COc1cc(NC(=O)c2nnn(Cc3ccc(SC)cc3)c2N)cc(OC)c1	2	6	1.8	5	10	-4	4	3	0

(continued)
SMILES	Fh CTSL1 inh	proCasp7 act	PP5 primary	GASC-1 inh	VLA-4 inh	core dimer inh	GRK2 inh	PP1 counter	procasp3 activ
CCCOP(=O)(OCCC)C(NC(=O)C(C)(C)C)c1ccccc1 (stereo not drawn)	-1	-2	3.3	-3	0	6	0	0	0
Cc1ccc(/C=C/C(=O)N2CCCN(C(=O)/C=C/c3ccc(C)cc3)CC2)cc1	0	1	1.6	2	-9	2	0	1	7
Brc1ccccc1CN1CCN(Cc2c[nH]c3ccccc23)CC1	6	4	2.9	7	8	3	0	0	4
CCCC(=O)Nc1cc(OCC)c(NC(=O)NC2CCCCC2)cc1OCC	-4	-15	-2.8	8	11	3	0	3	4
CC1(C)Cc2c(sc(NC(=O)C(=O)NCCCN3CCOCC3)c2C#N)CO1	0	-4	-0.2	-1	16	-1	0	-1	-8
CCCCOC(=O)Nc1cc(C)c(Cl)cc1OC	0	5	0.2	-1	-35	0	1	-2	1
Cc1ccc2[nH]cc(CCNC(=O)Nc3ccccc3)c2c1	2	8	1.8	7	13	-3	0	4	3
COc1ccc(NC(=O)CN2CCN(CC(=O)Nc3ccc(F)cc3)CC2)c(OC)c1	1	-1	-1.5	4	7	5	0	0	2
O=C(NCCc1ccccc1)c1ccc(-n2cnnn2)cc1	-2	-4	5.7	5	11	-3	0	-2	0
COc1cc(C2NC(=S)NC(C)=C2C(=O)OC(C)C)ccc1OC(C)C (stereo not drawn)	7	9	1.3	-6	9	0	0	2	-1
CCn1ccc(-c2ccccc2)c(C#N)c1=O	2	14	-1.8	24	0	-2	0	-4	-3
CCOC(=O)c1c(C)[nH]c(C)c1S(=O)(=O)N(C)CC(=O)Nc1ccccc1	-1	6	0.0	22	22	-3	1	8	-8
COc1ccccc1NC(=O)C(=O)NCc1ccccc1Cl	-2	2	2.5	1	23	5	0	0	-4
O=C(CSc1nc(-c2ccccc2)c(-c2ccccc2)o1)NC1CCS(=O)(=O)C1 (stereo not drawn)	2	-2	5.8	-1	0	-3	0	1	5
C/C(=N\NC(=O)CNC(=O)C(c1ccccc1)c1ccccc1)c1ccccc1	-1	8	3.5	3	18	4	2	-1	-9
CSc1ccc(CCNS(=O)(=O)c2c(C)[nH]c(C)c2C(=O)N2CCCCC2)cc1	0	4	3.3	19	27	10	1	-2	4
Cc1cc(NC(=O)CSc2nc3ccccc3c(=O)n2Cc2ccc(F)cc2)no1	1	1	0.5	-22	6	0	1	-2	3
COc1ccc(C2C3=C(CCCC3=O)Nc3nc(-c4cc(OC)c(OC)c(OC)c4)nn32)cc1OC (stereo not drawn)	2	8	-0.5	-5	3	2	0	-3	5
CCOC(=O)N1CCN(C(=O)c2ccc(OCC)cc2)CC1	0	1	2.4	5	8	0	3	-4	10
COC(=O)c1cc(Br)c(=O)n(CCC2=CCCCC2)c1	0	-4	0.6	-6	3	1	0	-1	-4
Nc1cccnc1Oc1ccc(F)cc1F	1	-2	0.2	-8	1	2	1	-3	1
CC(C)CNC(=O)COc1ccccc1[N+](=O)[O-]	2	-3	-2.2	-20	12	5	1	-1	0
COc1ccc(CN([C@H](CO)CC(C)C)S(=O)(=O)N(Cc2ccccc2)[C@H](CO)CC(C)C)cc1	nt	7	nt	nt	4	nt	0	nt	-3
c1ccc2c(c1)ccc1nnnn12	0	0	-1.5	8	1	0	1	-2	5
COc1ccc(C2NC3=C(CCC3)C3(C#N)C(OC)(OC)N=C(N)C23C#N)cc1 (stereo not drawn)	1	2	2.3	9	3	7	8	3	5
C/C(=N/NC(=O)c1cc(-c2cccc([N+](=O)[O-])c2)n[nH]1)c1cccc(O)c1	2	10	1.5	0	24	3	0	0	4
Cc1nc(C(C)NC(=O)c2ccc(OC3CCN(Cc4ccccn4)CC3)cc2)c(C)s1 (stereo not drawn)	-5	-5	4.8	i	-108	-15	5	0	-2
COc1ccc(/C(C)=N\NS(C)(=O)=O)c(OC)c1	3	3	5.9	2	1	0	0	1	-4
COc1cc(CN2CCCC(C)C2)cc([N+](=O)[O-])c1O (stereo not drawn)	1	-16	0.3	-6	5	4	0	3	-18
Cn1cnc(S(=O)(=O)Nc2ccc(C(F)(F)F)cc2)c1	-4	6	3.1	1	15	-2	0	-1	-3
Cc1ccc(CN(C(=O)c2cccs2)C2CCS(=O)(=O)C2)cc1 (stereo not drawn)	0	-5	-1.5	-17	-5	8	0	-3	-5
Cc1cccc(-n2ncc3c(=O)[nH]c(SCC(=O)NCCC4=CCCCC4)nc32)c1	nt	10	0.1	19	42	nt	0	-2	8
COc1ccc(N(C(=O)c2cnccn2)C(C(=O)NCc2ccccc2)c2ccc(O)cc2)cc1 (stereo not drawn)	1	-6	-1.7	-8	-36	12	1	-1	-5
C/C(=N\N=C(c1ccccc1)c1ccccc1)c1ccco1	1	2	-1.4	1	6	1	0	-1	-1
